Tb PFK inh – blocks T. brucei phosphofructokinase. O15648. T. brucei PFK, ADP-Glo luminescence. Potency, µM (doses to about 57.5 µM), for inactives: at the highest dose activity, negative = inhibition, actives largely listed as inhibitors. 0.17% of 330,000 active;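 note: potency is the fitted concentration of half-maximal effect; 0% = uninhibited 1x PFK enzyme wells and -100% = no-enzyme wells; nearly all actives have a fitted effect of over 60% in size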
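ADP-Glo luminescence quantified ADP after 45 min at room temperature, with 1.25 nM T. brucei PFK, 0.1 mM ATP and 0.5 mM fructose-6-phosphate in pH 8.0 TEA buffer. qHTS titrations up to 57 µM; curves classified by quality.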
BCR signal inh – blocks chronic active B-cell receptor signaling | ABC-DLBCL IkBa-CBG/CBR reporter, luminescence ratio, 4 h | Potency, µM (series often up to 46.1 µM), for the others: top-dose ratio change, negative = lower green/red ratio, most hits filed as inhibitors | 0.05% of 340,000 active | AID 493014; active = well fitted inhibition curve with a large enough effect in the signal ratio, with a control signal flat, not every such curve was filed as active; inconclusive = small, poorly fitted or top-dose-only effect, or effect the other way, or a change in a side signal; the % refers to the signal ratio;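 note: potency is the fitted concentration of half-maximal effect; plate controls were basal doxycycline-induced cells for no effect and cells given 10 µM MG132 for full effect; MG132 reads +100%, hits lower the ratio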
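Concentration-response series (up to 46 uM) were applied to TMD8 dual-reporter cells for 4 h at 37C with doxycycline. Green/red ratio, after filter-overlap correction, defined %Activity; red signal alone was normalised to basal cells and zero luminescence.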
Mito fusion act – mitochondrial division inhibition or fusion activation; S. cerevisiae fusion-defective mutant growth rescue, CellTiterGlo 48 h; Potency, µM (doses to about 46.1 µM), inactives show at the highest dose growth rescue (activation), most hits filed as activators; 0.23% of 320,000 active; AID 485298;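 note: potency is the fitted concentration of half-maximal effect; % of control where 0% means no effect; nearly all actives have a fitted effect of over 45% in size; temperature-sensitive fusion mutants such as fzo1-1 at 37 °C on non-fermentable ethanol glycerol medium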
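S. cerevisiae fusion-defective temperature-sensitive mutants (e.g. fzo1-1, mgm1-5) grown 48 h at 37C in YPEG (ethanol/glycerol non-fermentable) medium with 23 nl compound per well; growth rescue read as CellTiterGlo luminescence.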
TCR activator – activators of T cell receptors; AID 504894; Potency, µM (top dose mostly 9.22 µM), for the others: at the top dose activation of IL-2 secretion, most hits filed as activators; primary human leukocytes, anti-CD3, IL-2 HTRF, 48 h; 330,000 tested, under 10 active; note: % of control where 0% means no effect
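Readout: HTRF IL-2, Eu-cryptate/d2 antibody pair, 320nm excitation, 665nm emission. Stimulus: a-CD3 beads, no co-stimulation. Cells: primary human leukocytes. Exposure: 48 hr with compound.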
TSG101-PTAP inh – blocks PTAP/TSG101 interaction to inhibit HIV-1 budding; Q99816; Fluorescence polarization, FITC-PTAP peptide / Tsg101 binding; 340,000 tested, under 10 active; AID 493005; Potency, µM (series often up to 115 µM), without a hit: top-dose activity change, negative = inhibition, most hits filed as inhibitors; active = well fitted inhibition curve with a large enough effect in the main read-out, with a control signal flat, not every such curve was filed as active; inconclusive = small, poorly fitted or top-dose-only effect, or effect the other way, or a change in a side signal; inactive = no such curve, though single readings can be large or run the other way; note: potency is the fitted concentration of half-maximal effect; % of control where 0% means no effect
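Tsg101 binding domain (10 uM final) was mixed with compound and a FITC-labeled PTAP peptide (50 nM final) in HEPES pH 7.5 buffer with NaCl, Tween 20, EDTA and TCEP; fluorescence polarization was read after 20 min at r.t.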
A-T KAP1 phos – potential ataxia-telangiectasia treatment; […] A-T fibroblasts, KAP-1 phosphorylation AlphaLISA; neocarzinostatin DNA damage 30 min before lysis; AID 485349; 0.19% of 320,000 active; Potency, µM (titrated, usually from 57.5 µM), inactives show at the top dose activation, usual class: activators; note: potency is the fitted concentration of half-maximal effect; % of control where 0% means no effect; nearly all actives have a fitted effect of over 45% in size
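hTERT-immortalized A-T patient fibroblasts ([…]), 500 cells/well in OPTI-MEM, 1% FBS, got compounds for 60 min, then NCS for 30 min at 37C. Lysates were then assayed for phospho-KAP-1 by AlphaLISA (anti-pKAP1 donor, anti-KAP1 acceptor beads), 6 hr at 25C.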
ASM inhibitor – blocks human secretory acid sphingomyelinase; P17405; placental ASM, HMU-PC fluorogenic substrate, 60 min; Potency, µM (series often up to 57.5 µM), for inactives: at the top dose activity change, negative = inhibition, hits mostly inhibitors; 0.006% of 340,000 active; AID 504937; note: potency is the fitted concentration of half-maximal effect
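Fluorescence read-out (Ex 386 nm, Em 447 nm) after stopping the reaction at pH 10. Enzyme: ASM from human placenta; substrate HMU-PC0, 9 uM final; 60 min, 37 °C. Compound preincubation 10 min, ambient temperature.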
Eya2 inh – inhibitors of human Eya2 phosphatase activity; O00167; recombinant Eya2, OMFP fluorescence dephosphorylation (OMFP is methylfluorescein phosphate); Potency, µM (highest dose often 76.9 µM), for inactives: at the highest dose activity, negative = inhibition, most hits filed as inhibitors; 0.006% of 330,000 active; note: potency is the fitted concentration of half-maximal effect; % is set by controls: 0 for no effect and ±100 for the full control effect
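Eya2 (0.2 uM) preincubated 10 min at ambient with compound, then OMFP substrate added at 50 uM; 10 min reaction in 50 mM HEPES pH 7.5, 50 mM NaCl, 5 uM MgCl2, 0.05% BSA, 1 mM DTT. Fluorescence read at Ex 485/Em 525 nm.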
TSHR antag – antagonists of human thyroid stimulating hormone receptor; P16473; TSHR-expressing cells, TSH-stimulated cAMP HTRF, 2 h; hits give low values; activity change, negative = inhibition, % at 11.5 µM; 0.2% of 330,000 active;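 active = activity change below a set negative limit, meaning inhibition stronger than a set level, cut at about -70% in these data; inconclusive = activity change between two set negative limits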; note: % is set by controls: 0 for no effect and ±100 for the full control effect
Target sequence (P16473 whole entry, looked up): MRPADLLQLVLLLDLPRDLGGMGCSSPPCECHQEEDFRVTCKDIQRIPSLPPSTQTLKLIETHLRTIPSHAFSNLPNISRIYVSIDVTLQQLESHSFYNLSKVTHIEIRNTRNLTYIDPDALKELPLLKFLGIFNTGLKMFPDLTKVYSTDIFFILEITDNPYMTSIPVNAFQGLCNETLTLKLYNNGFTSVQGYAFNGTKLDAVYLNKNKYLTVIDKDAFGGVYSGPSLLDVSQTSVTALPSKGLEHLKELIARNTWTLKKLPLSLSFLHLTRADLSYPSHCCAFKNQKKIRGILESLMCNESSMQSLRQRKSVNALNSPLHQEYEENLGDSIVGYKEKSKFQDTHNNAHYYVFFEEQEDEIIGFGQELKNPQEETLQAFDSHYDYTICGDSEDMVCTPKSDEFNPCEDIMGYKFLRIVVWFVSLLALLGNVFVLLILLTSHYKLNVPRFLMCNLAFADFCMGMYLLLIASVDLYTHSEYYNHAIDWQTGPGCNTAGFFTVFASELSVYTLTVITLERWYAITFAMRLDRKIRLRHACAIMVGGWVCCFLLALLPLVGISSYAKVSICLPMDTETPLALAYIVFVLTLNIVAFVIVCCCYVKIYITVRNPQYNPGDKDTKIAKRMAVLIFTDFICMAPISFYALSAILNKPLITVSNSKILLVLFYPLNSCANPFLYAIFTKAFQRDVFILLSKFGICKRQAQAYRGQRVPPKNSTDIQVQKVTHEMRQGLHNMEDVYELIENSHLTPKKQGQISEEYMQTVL
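Inhibition of cAMP made by TSHR-expressing cells under TSH stimulation (4nM final, EC80; 2 h, 37 deg C) is quantified with a one-step lysis HTRF kit, anti-cAMP cryptate versus cAMP-d2.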
Integrin act MD – integrin-mediated muscular dystrophy alleviation activation; alpha7betagal myoblasts, beta-gal FDG fluorescence, 48 h; Potency, µM (doses to about 38.3 µM), inactives show top-dose activation, usual class: activators; 0.064% of 350,000 active; AID 624291;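 note: potency is the fitted concentration of half-maximal effect; 100% = response of the positive control SU9516; nearly all actives have a fitted effect of over 60% in size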
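Alpha7betagal+/- myoblasts (passage 13) were plated 16-24 hr, then exposed to compounds (1:260 dilution of DMSO stock) for 48 hours at 37C. After MPER lysis, β-galactosidase reporter activity was read as FDG fluorescence (ex 480/em 540) after 30 minutes.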
ELG1 DNA repair – ELG1-dependent DNA repair inhibition; 2.3% of 330,000 active; HEK293T ELG1-luciferase reporter, luminescence, 16 h; DNA damage induced by 5-fluorouridine; Potency, µM (doses to about 46.1 µM), for inactives: at the top dose activity change, negative = inhibition, actives largely listed as inhibitors; note: potency is the fitted concentration of half-maximal effect; % is set by controls: 0 for no effect and ±100 for the full control effect; nearly all actives have a fitted effect of over 55% in size
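Luminescence from the luciferase reporter, measured 30 min after ONE-Glo reagent at room temperature, was the read-out. Beforehand, 2,000 cells per well were exposed for 16 hr at 37 °C to 5-fluorouridine together with compound or vehicle.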
* marks the source's active call; other numbers are inactive results; ? = inconclusive; / = no result given; [ ] = remark or other dose. Unless noted, calls come from the whole dose curve; as a rule, active = well fitted curve in the direction sought with a large enough effect; inconclusive = small, poorly fitted or top-dose-only effect, or another doubt; inactive = no such curve, though single readings can be large; an effect the other way counts as inactive or inconclusive.

SMILES	Tb PFK inh	BCR signal inh	Mito fusion act	TCR activator	TSG101-PTAP inh	A-T KAP1 phos	ASM inhibitor	Eya2 inh	TSHR antag	Integrin act MD	ELG1 DNA repair
CCSc1ncc(Cl)c(C(=O)Nc2ccc(S(=O)(=O)Nc3onc(C)c3C)cc2)n1	2%	3%	-1%	-4%	-6%	-4%	7%	5%	-5	-12%	15%
CCOC(=O)c1sc2nc(C)nc(NCc3ccc(F)cc3)c2c1C	-1%	19%	-36%[inhibitor]	6%	3%	2%	-4%[11.5 µM]	-3%	-18	-48%[inhibitor]	7.3µM*
CCCOc1ccc(OCCNC2CCCC2)cc1	-3%	2%	-4%	5%	0%	0%	6%	4%	4	6%	18%
CCc1c(C)sc2nc3c(C(=O)N4CCOCC4)cc(C(=O)c4cc(F)ccc4O)cn3c(=O)c12	-6%	0%	?	0%	-1%	-10%	-19%	18%	0	?	?
Cc1csc(=Nc2c(C)n(C)n(-c3ccccc3)c2=O)n1-c1ccccc1	-2%	3%	-2%	-9%	-3%	0%	-1%	11%	-2	-37%	2%
CCOC(=O)N1CCN(C(=O)CNC(=O)c2nn(-c3ccc(OC)c(Cl)c3)c(=O)c3ccccc23)CC1	8%	-18%	1%	0%	-5%	0%	0%	-16%	-15	0%	?
COC(=O)c1ccc(NC(=S)NCc2ccco2)cc1	-5%	2%	1%	-4%	1%	-2%	1%	-9%	-11	12%	-29%
O=C(NC1CCCc2c1cnn2-c1cc(F)cc(F)c1)c1cc[n+]([O-])cc1 (stereo not drawn)	-2%	-1%	4%	-8%	0%	?	-1%	3%	-2	-31%	-1%
COc1ccccc1NC(=O)CNC(=O)c1ccccc1C	1%	?	-1%	1%	-4%	/	-3%	-11%	22	-2%	?
CC1=C(C(=O)OC(C)C)C(c2ccc3c(c2)OCO3)NC(=O)N1 (stereo not drawn)	0%	0%	-2%	3%	-2%	2%	3%	10%	8	22%	18%
CC(C)Cn1c(=O)c(C(=O)Nc2ccccc2S(N)(=O)=O)c(O)c2ccccc21	4%	-13%	18%	-1%	-11%	10%	-3%	2%	1	-56%[inhibitor]	-10%
COc1cc(OC)c(C(=O)NCCCN2CCOCC2)cc1OC	-25%	1%	0%	1%	0%	1%	2%	-4%	-2	-6%	-2%
C#CCOCCOCCOCCNc1nc(N2CCN(C(=O)C(Cc3cc4ccccc4[nH]3)n3cc(C(N)C(C)CC)nn3)CC2)nc(N2CCN(C(=O)C(Cc3cc4ccccc4[nH]3)n3cc(C(N)C(C)CC)nn3)CC2)n1 (stereo not drawn)	1%	13%	2%	4%	-1%	-2%	5%	11%	10	-6%	?
Clc1ccc(-n2nnnc2CN2CCOCC2)cc1Cl	0%	-2%	-3%	15%[46.1 µM]	-1%	-1%	3%	0%	7	-4%	0%
O=C(O)c1ccc(N2C(=O)/C(=C/C=C/c3ccccc3)SC2=S)cc1	1%	?	0%	-31%	-3%	0%	-1%	6%	-25	21%	-5%
COc1ccc(NS(=O)(=O)c2cc(C(=O)N3CCN(C(C)=O)CC3)ccc2Cl)cc1	0%	0%	-1%	-4%	-1%	-8%	-1%	4%	-1	-5%	5%
COC(=O)CCCN=C1SCCN1Cc1ccccc1	-2%	-1%	-6%	2%	0%	-16%	-2%	6%	2	-39%	10%
COc1ccc(CNC(=O)CCSCc2cccc(F)c2)cc1	-8%	-1%	3%	-6%	-5%	15%	-3%	-10%	-1	?	0%
O=C(c1sccc1Cl)N1CCN(Cc2ccc3c(c2)OCO3)CC1	-8%	?	12%	-6%	1%	10%	-2%	-12%	-8	6%	21µM*
c1csc(-c2nnc(-c3ccc(N4CCOCC4)cc3)o2)c1	3%	?	6%	-1%	-3%	12%	400%[activator]	9%	-8	12%	?
CC(Oc1ccc([N+](=O)[O-])cc1)C(=O)NCCCN1CCOCC1 (stereo not drawn)	1%	1%	-1%	-3%	-2%	32%	0%	-6%	0	0%	5%
CCCCNC(=O)C1CCCNC1=O (stereo not drawn)	3%	0%	0%	3%	-3%	/	4%	-11%	12	0%	11%
COc1ccc2c(C)cc(SCC(=O)Nc3nsc(-c4ccc(C)cc4)n3)nc2c1	-1%	0%	19%	-3%	1%	4%	-9%	4%	3	22%	-12%
Cc1ccn2cc(CCNS(=O)(=O)c3ccc([N+](=O)[O-])cc3)nc2c1	1%	-3%	-1%	-7%	-3%	0%	-3%	11%	2	-12%	-11%
Cc1ccc(SCC2(O)CCN(S(=O)(=O)c3ccc(Cl)cc3)CC2)cc1	1%	4%	?	3%[46.1 µM]	-4%	0%	-2%	-24%	-19	-20%	?

Later entries.
SMILES	Tb PFK inh	BCR signal inh	Mito fusion act	TCR activator	TSG101-PTAP inh	A-T KAP1 phos	ASM inhibitor	Eya2 inh	TSHR antag	Integrin act MD	ELG1 DNA repair
CN(C)c1ccc(NC(=O)Cn2cc3c(n2)CCCC3)cc1	-6%	5%	-5%	1%	0%	-7%	0%	3%	3	-1%	?
Cc1ccc(/C=C2\SC(N3CCN(C(c4ccccc4)c4ccccc4)CC3)=NC2=O)o1	-27%	?	0%	-7%[46.1 µM]	4%	-6%	0%	6%	-1	-29%	?
CCS(=O)(=O)Nc1ccc(-c2nnc(SCC(=O)OC)o2)cc1	4%	?	0%	13%	-2%	-6%	-2%	-2%	-16	-3%	1%
COc1ccc(Br)cc1C(=O)Nc1ccccc1-c1ccccc1	0%	?	-2%	2%	-7%	35%	-7%	17%	10	-19%	-3%
CCN(CC)CCNC(=O)c1ccc2c(c1)ncn2C1CCCCC1	2%	?	2%	2%	-2%	1%	-1%	6%	-17	-8%	10%
COC(=O)c1ccc(NC(=O)Nc2ccc(F)cc2)cc1	-15%	-5%	-3%	-25%	-4%	4%	0%	-4%	-11	-37%	?
Cn1cnnc1SCC(=O)Nc1cccc(S(=O)(=O)N2CCOCC2)c1	0%	-24%	6%	-1%	-5%	0%	2%	0%	23	0%	3%
O=C1C2CCc3ccccc3C2N1c1ccccc1 (stereo not drawn)	1%	-7%	8%	-4%	-2%	5%	1%	-5%	-24	12%	21%
Cc1ccc(S(=O)(=O)N(C)C)cc1NC(=O)COC(=O)C1CC(=O)N(c2ccc3c(c2)OCCO3)C1 (stereo not drawn)	-1%	-10%	1%	-1%	1%	-1%	-4%	-15%	0	17%	17%
COc1ccccc1N1C(N)=NC(N)=NC1(C)C	3%	2%	-2%	-3%	-1%	-4%	0%	2%	50	?	-10%
COc1ccc(O)c(-c2cc(-c3ccccc3Cl)[nH]n2)c1	-1%	?	-24%	-1%	-2%	-8%	-16%	-6%	-13	-18%	0%
Cc1ccc(N2C(=O)[C@@H]3[C@H](C2=O)[C@H]2C=CC=NN2[C@@H]3C(=O)Nc2ccc(Cl)cc2)cc1	-6%	?	-3%	6%	0%	-6%	3%	1%	-3	7%	-4%
COc1ccc(C)cc1NC(=S)N1CCN(S(C)(=O)=O)CC1	1%	3%	-1%	-9%[46.1 µM]	-3%	-6%	2%	7%	11	14%	11%
Cc1ccc(C(=O)Nc2nc(C)c(C(=O)N(C)C)s2)o1	0%	-1%	-16%	-4%	5%	2%	3%	-7%	4	21%	?
O=C(O)c1cnn(-c2ccccc2)c1C(F)(F)F	1%	2%	-4%	-3%	6%	2%	-1%	?	0	3%	-6%
Cc1onc2c(=O)n(-c3ccccc3)nc(-c3ccccc3)c12	3%	-6%	11%	-1%	-3%	-6%	-4%	-3%	-6	2%	-3%
C#CC[N+](C)(C)C(C#Cc1ccccc1)CC=C (stereo not drawn)	5%	2%	2%	-1%	0%	13%	5%	4%	-3	-12%	9%
